Y pestis TopoI: Y. pestis Topo-I inhibition via cleavage products. Y. pestis Topo-I cleavage product accumulation, plate reader. activity, % at 10 µM. 360,000 compounds, 0.064% hits. AID 504884; in the data active = activity above about 50%, passing the limit was not always enough; inconclusive = no clear call, values can overlap the other calls; also: inactives centre near 2
TcdB GH inh: TcdB glycohydrolase inhibition; P18177; TcdB glycohydrolase enzymatic assay, plate reader; inhibition, % at 9.99 µM; 350,000 compounds, 0.24% hits; AID 652162; in the data active = inhibition above about 10%
Rv3671c inh: inhibitors of M. tuberculosis serine protease Rv3671c; P9WHR9; inhibition, % at 5.96 µM; 320,000 compounds, 0.048% hits; AID 2606; in the data active = inhibition above about 38%;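 also: extracellular domain of Rv3671c used as enzyme; 0% = enzyme with DMSO and 100% = no enzyme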
DUSP3 inh: inhibitors of human VHR1 phosphatase (DUSP3); P51452; 290,000 compounds, 0.52% hits; AID 1654; inhibition, % at 13.3 µM; recombinant VHR phosphatase, pNPP absorbance; in the data active = inhibition above about 50%; also: some compounds called inactive have numbers as strong as hits
Target sequence (P51452 whole entry, looked up): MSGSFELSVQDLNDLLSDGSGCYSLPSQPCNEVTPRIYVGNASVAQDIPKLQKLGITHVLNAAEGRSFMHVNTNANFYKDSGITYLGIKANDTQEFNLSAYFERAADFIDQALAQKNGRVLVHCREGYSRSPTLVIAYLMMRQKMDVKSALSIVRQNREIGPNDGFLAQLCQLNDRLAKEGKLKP
Anthrax LF prot: blocks Bacillus anthracis lethal factor protease | 360,000 compounds, 0.12% hits | inhibition, % at 10 µM | multiplex microsphere protease cleavage assay, LF; in the data active = inhibition above about 30%; inconclusive = no clear call, values can overlap the other calls; also: plate controls were buffer without enzyme for full effect and enzyme alone for no effect
Target sequence (P15917 whole entry, looked up): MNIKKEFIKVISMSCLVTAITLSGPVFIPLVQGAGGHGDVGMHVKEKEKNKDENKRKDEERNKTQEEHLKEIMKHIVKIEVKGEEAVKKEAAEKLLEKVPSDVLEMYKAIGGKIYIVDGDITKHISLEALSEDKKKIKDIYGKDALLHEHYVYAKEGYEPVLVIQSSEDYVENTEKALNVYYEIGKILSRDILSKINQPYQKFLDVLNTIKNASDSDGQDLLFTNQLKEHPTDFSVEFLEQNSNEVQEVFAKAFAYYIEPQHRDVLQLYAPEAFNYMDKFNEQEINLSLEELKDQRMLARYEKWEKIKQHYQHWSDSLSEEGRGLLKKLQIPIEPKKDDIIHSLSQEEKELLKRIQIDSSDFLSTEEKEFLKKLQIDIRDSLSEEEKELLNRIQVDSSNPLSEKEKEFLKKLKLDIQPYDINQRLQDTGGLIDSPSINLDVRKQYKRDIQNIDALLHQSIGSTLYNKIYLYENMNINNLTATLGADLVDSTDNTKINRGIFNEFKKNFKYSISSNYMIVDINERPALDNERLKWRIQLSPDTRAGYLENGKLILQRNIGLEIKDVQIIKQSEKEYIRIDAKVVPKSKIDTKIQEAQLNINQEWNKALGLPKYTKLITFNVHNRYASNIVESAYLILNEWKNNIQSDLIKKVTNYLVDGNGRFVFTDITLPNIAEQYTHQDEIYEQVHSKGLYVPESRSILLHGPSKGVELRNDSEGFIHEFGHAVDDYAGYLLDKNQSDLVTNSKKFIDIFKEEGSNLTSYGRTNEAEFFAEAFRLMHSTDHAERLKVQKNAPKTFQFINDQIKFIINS
PfHsp40 yeast: compounds rescuing yeast from Plasmodium falciparum HSP40 toxicity; AID 504582; 340,000 compounds, 0.68% hits; S. cerevisiae expressing PfHsp40, growth rescue, ATP luminescence; growth rescue, % at 12.5 µM; in the data active = growth rescue above about 28%, passing the limit was not always enough; inconclusive = no clear call, values can overlap the other calls;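 also: yeast W303a lacking pdr1 and pdr3 grown in galactose medium; growth measured after three days at 30 °C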
MazEF act: increases E. coli MazEF RNase cleavage of RNA | AID 504720 | 350,000 compounds, 0.32% hits | FAM/BHQ RNA-DNA oligo cleavage fluorescence, 5 h | activation, % at 20 µM; in the data active = activation above about 50%
Target sequence (P0AE70 whole entry, looked up): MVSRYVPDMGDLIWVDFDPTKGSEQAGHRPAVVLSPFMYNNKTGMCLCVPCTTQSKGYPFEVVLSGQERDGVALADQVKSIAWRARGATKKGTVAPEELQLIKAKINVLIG
SARS 3CLpro inh: SARS-CoV 3CLpro protease inhibition; P0C6X7; recombinant SARS-CoV 3CLpro, quenched FRET peptide cleavage; inhibition, % at 6 µM; 290,000 compounds, 0.14% hits; AID 1706; in the data active = inhibition above about 12%
PriA SSB inh: K. pneumoniae PriA-SSBct interaction inhibition; inhibition, % at 33 µM; 430,000 compounds, 0.6% hits; AlphaScreen SSBct-PriA binding, biotinylated peptide; AID 1272365; in the data active = inhibition mostly above about 37%, no sharp cut-off; inactive = mostly below about 20%;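 also: plate controls were negative control peptide for no effect and reference peptide for full effect; strong numbers were not always called active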
BH1578 lux ind: quorum light induction in luxS cqsA deficient V. cholerae; V. cholerae BH1578 lux reporter, luminescence, 6 h; activation, % at 18.7 µM; 350,000 compounds, 0.16% hits; in the data active = activation mostly above about 9.7%, no sharp cut-off; inconclusive = no clear call, values can overlap the other calls; inactive = mostly below about 3.7%; also: not every result past the cut was called active; inactives centre near 0; reference of the scale not given here
Starred values were filed as active, the others as inactive; i = inactive; ? = inconclusive; . = not tested or not shown; & = joins results of further samples. These rows are one share of the data; rates above refer to the full screens.

SMILES | Y pestis TopoI | TcdB GH inh | Rv3671c inh | DUSP3 inh | Anthrax LF prot | PfHsp40 yeast | MazEF act | SARS 3CLpro inh | PriA SSB inh | BH1578 lux ind
Cc1ccc(S(=O)(=O)CC(=O)c2ccccc2[N+](=O)[O-])cc1 | -4.1 | 0.4 | 6.6 | 10.7 | -4.3 | -0.8 | 2.3 | 0.5 | 3.1 | 0.8
CCOC(=O)[C@H]1[C@H]2COc3ccc(OC)cc3[C@@H]2N2C(=O)CN(C)C(=O)[C@@]12C | 1.5 | -0.2 | -1.4 | . | 0.2 | -0.7 | 6.5 | . | -12.6 | -0.7
COc1cc(NC(=O)Nc2cccn3nc(COCCO)nc23)cc(OC)c1OC | -6.1 | -0.1 | . | . | -6.9 | . | . | . | . | 0.0
COc1cccc2sc(N(CCCN(C)C)C(=O)COc3ccc(Cl)cc3)nc12 | -17.0 | 0.8 | -1.6 | 19.9 | -6.3 | 0.4 | 26.5 | 3.5 | 4.5 | -0.5
COCCNc1nc(=S)[nH]c2cc(OC)c(OC)cc12 | -0.6 | . | 3.5 | 21.4 | 2.0 | 0.8 | 3.8 | -0.1 | -9.3 | -14.3
COc1ccc2[nH]c(=O)c(CN(C(C)=O)c3ccc(C)c(C)c3)cc2c1 | 11.5 | -0.2 | -2.2 | 4.1 | 0.9 | 0.3 | -4.0 | 2.1 | -5.5 | -1.7
CN(C)c1ccc(N/C=C/C(=O)C(C)(C)C)cc1 | -7.0 | . | -9.0 | 14.6 | -3.0 | 0.8 | 0.6 | 3.5 | 40.8 | i
CC(Sc1nnc2ccccn12)C(=O)Nc1ccc(N2CCOCC2)cc1 (centres undefined) | 2.8 | -0.4 | -2.8 | . | -11.1 | 0.2 | 9.7 | . | -3.0 | i
C[C@H](CO)N1C[C@H](C)[C@@H](CN(C)S(=O)(=O)c2ccc(Oc3ccccc3)nc2)OCc2cn(nn2)CCCC1=O | -1.3 | 0.3&1.6 | . | . | 1.7 | . | 5.2 | . | . | i
CCCCNC(=O)C1(C)CCCCN1C(=O)c1ccc(F)c(C)c1 (centres undefined) | -6.2 | -4.5 | . | . | -5.4 | . | . | . | . | -5.0

Retrieved by structure from the entries so far, 3 records:
SMILES | Y pestis TopoI | TcdB GH inh | Rv3671c inh | DUSP3 inh | Anthrax LF prot | PfHsp40 yeast | MazEF act | SARS 3CLpro inh | PriA SSB inh | BH1578 lux ind
CCCCNC(=O)C1(C)CCCCN1C(=O)c1ccc(F)c(C)c1 (centres undefined) | -6.2 | -4.5 | . | . | -5.4 | . | . | . | . | -5.0
Cc1ccc(S(=O)(=O)CC(=O)c2ccccc2[N+](=O)[O-])cc1 | -4.1 | 0.4 | 6.6 | 10.7 | -4.3 | -0.8 | 2.3 | 0.5 | 3.1 | 0.8
COCCNc1nc(=S)[nH]c2cc(OC)c(OC)cc12 | -0.6 | . | 3.5 | 21.4 | 2.0 | 0.8 | 3.8 | -0.1 | -9.3 | -14.3

Next structures.
SMILES | Y pestis TopoI | TcdB GH inh | Rv3671c inh | DUSP3 inh | Anthrax LF prot | PfHsp40 yeast | MazEF act | SARS 3CLpro inh | PriA SSB inh | BH1578 lux ind
O=C(c1cnn2c(C(F)(F)F)cc(-c3ccco3)nc12)N1CCCc2ccccc21 | -4.1 | . | -1.0 | 3.1 | 3.0 | -1.2 | 5.9 | 4.2 | -6.6 | -2.2
Cc1ccc2cc(C#N)c(SCc3nnc(-c4ccccc4[N+](=O)[O-])o3)nc2c1 | 6.4 | . | -7.3 | -8.8 | 0.6 | -2.2 | 0.4 | 0.2 | -8.1 | i
CCc1ccc2ncc(S(=O)(=O)c3ccc(C)c(C)c3)c(N3CCCC3)c2c1 | 15.5 | . | -8.4 | -9.7 | 2.2 | -1.2 | -2.9 | 2.6 | -10.8 | -0.2
CC(C)(C)c1ccc(OCCOc2ccc(C(C)(C)C)cc2NC=O)c(NC=O)c1 | -1.0 | -0.5 | -23.6 | 20.7 | -3.2 | 0.0 | 5.4 | 7.0 | -16.8 | i
COc1ccccc1OCCCC(=O)Nc1ccc([N+](=O)[O-])cc1Br | 1.8 | 1.4 | 9.0 | 1.2 | -5.3 | 0.0 | 5.7 | 3.8 | -4.6 | -0.5
CCCCOC(=O)C1=C(C)Nc2ncnn2C1c1cc(OC)c(OC)cc1OC (centres undefined) | 2.2 | . | -1.7 | 22.1 | -0.9 | 0.8 | 0.2 | -3.6 | 7.9 | 14.3
Cc1cccc(OCC(=O)Nc2cccc3nsnc23)c1 | 6.7 | . | 4.1 | 22.3 | 6.1 | 0.5 | 0.7 | -8.5 | -12.6 | i
O=S(=O)(c1cc(F)ccc1F)N1CCN(c2ncccn2)CC1 | 15.2 | 1.5 | . | 27.2 | -1.3 | 0.4 | 2.5 | 0.3 | -13.6 | -3.6
COc1cccc([C@@H]2CC=C(C(=O)O)[C@H](c3ccc(Br)cc3)N2S(=O)(=O)c2ccc(C)cc2)c1 | 21.4 | -0.1 | 2.0 | . | -1.7 | 2.3 | -0.6 | . | 9.0 | i
C=CCn1c(O)c(C=NCCN2CCOCC2)c(=O)[nH]c1=S | -5.2 | 1.5 | 1.2 | 12.7 | -11.7 | -0.9 | 6.2 | 0.3 | -5.5 | -0.2
CC(C)(C)n1nc2c(c1NC(=O)c1cc3ccccc3o1)CS(=O)(=O)C2 | 9.9 | 0.7 | -6.5 | 18.4 | -2.6 | -0.1 | -0.5 | -1.2 | -4.9 | -0.3
N#Cc1c(C(F)(F)F)cc(-c2ccccc2)nc1SCc1nc(N)nc(N2CCOCC2)n1 | -4.6 | 0.2 | -1.9 | 8.5 | -0.7 | 0.1 | -206.1 | -7.0 | -6.2 | i
CCOC(=O)N1CCN(c2c(NCCCN(CC)CC)c(=O)c2=O)CC1 | 0.1 | . | 2.3 | 8.7 | -3.3 | -1.8 | -2.7 | -0.6 | -14.8 | i
Cc1cc(C)c(C)c(S(=O)(=O)N2CCC(C(=O)N3CCCC3)CC2)c1C | 18.6 | 0.2 | 8.2 | . | . | 1.3 | -15.8 | . | 4.1 | i
COc1cc(C)c(NC(=O)C(=S)NCCc2ccccc2)cc1C | 0.4 | 2.0 | 11.9 | 9.3 | -1.0 | -1.1 | 5.3 | 1.9 | 7.4 | i
CC(C)(C)c1ccc(OC(=O)c2cccnc2)cc1 | -3.0 | . | -5.2 | -0.3 | -5.1 | -1.5 | 0.5 | -1.3 | -4.5 | 5.0
N#CCCN1CCN(CCC#N)CC1 | -1.1 | . | 12.3 | 0.0 | 3.3 | 0.2 | 3.4 | 1.8 | 10.3 | i
C=CCn1c(Cc2cccs2)nnc1SCC(=O)NCc1ccco1 | 7.2 | . | 5.8 | 10.7 | 0.8 | 1.5 | -13.9 | 5.1 | -22.8 | -1.0
O=[N+]([O-])c1ccccc1Nc1nc(-c2cccnc2)cs1 | -15.7 | -0.3 | 0.2 | 35.2 | -1.4 | -0.1 | 11.1 | -1.1 | 51.8* | -0.5
Cc1cc(/C=N/NC(N)=O)c(C)n1-c1ccc(F)cc1 | 8.8 | 0.4 | 1.2 | 3.9 | -4.5 | -1.6 | 4.7 | 2.9 | . | i
COc1cc(C)c(C)cc1S(=O)(=O)N1CCCc2ccccc21 | 6.4 | 0.6 | -5.8 | 23.4 | -4.4 | -0.9 | 6.6 | 0.4 | -12.0 | -3.0
COc1ccc(N2CC(C(=O)NC3CCSC3=O)CC2=O)cc1 (centres undefined) | 8.0 | 0.8 | -9.8 | -19.2 | -2.6 | -1.4 | 5.7 | -4.6 | -19.5 | -0.3
NC(=O)CCn1nc(-c2ccccc2)c2ccccc2c1=O | -8.4 | . | -0.1 | -0.8 | 1.6 | 0.7 | 10.6 | -3.5 | 2.9 | i
CC(C)OCCCNC(=O)CN1C(=O)/C(=C/c2ccccc2)Sc2ccccc21 | 8.2 | 0.1 | -15.8 | 18.0 | -1.1 | 1.1 | -0.6 | 1.3 | -2.1 | -0.2
O=C(NCCc1ccccc1)[C@@H]1CC=C[C@@H]2CCN(Cc3ccccc3)C(=O)[C@@H]21 | 12.9 | . | -1.5 | . | -8.3 | 1.4 | 3.2 | . | -8.0 | 0.6
Cc1cccc(N2C(=O)C(O)=C(C(=O)c3cccs3)C2c2ccc(C(C)C)cc2)n1 (centres undefined) | 25.3 | -2.1 | -2.0 | 17.2 | -8.4 | 4.3 | 0.8 | 3.9 | -1.5 | i
COC(=O)c1ccc(CSc2nnc(CS(=O)Cc3ccc(Br)cc3)n2-c2ccccc2)cc1 (centres undefined) | 11.4 | -2.1 | -2.3 | -5.6 | -0.7 | 1.3 | 0.0 | -0.2 | 8.6 | -0.3
CSc1nc(-c2ccc(N(C)C)cc2)c(C#N)c(=O)n1C | -1.4 | -1.0 | 3.5 | 12.0 | 0.5 | 1.9 | 136.0* | -1.1 | 98.7 | -0.3
CC(=O)N(C)c1ccc(NC(=O)/C=C/c2ccccc2Cl)cc1 | 5.4 | . | -3.3 | 17.2 | -13.1 | 1.7 | 5.9 | -5.9 | -7.8 | i
CN1CCN(S(=O)(=O)Cc2ccc(Cl)cc2)CC1 | -5.9 | -0.7 | 2.9 | 5.9 | ? | -0.1 | 2.9 | -1.3 | -14.9 | -0.2
O=c1cc(N2CCc3ccccc32)[nH]c(=O)n1-c1ccc(Cl)cc1 | -3.9 | 0.5 | 1.0 | 24.5 | 0.3 | 0.7 | 1.0 | 4.0 | -12.0&2.0&-12.1 | -0.6
COc1ccc(-c2nnc(SCC(=O)Oc3ccc(C)cc3)o2)cc1 | 32.3 | . | -7.9 | 22.0 | -1.3 | ? | -1.7 | -0.2 | -3.8 | -0.4
CS(=O)(=O)N1CCc2cc(C(=O)OCC(=O)c3ccccc3)ccc21 | 1.5 | . | 2.8 | -10.8 | -2.2 | 1.7 | -2.5 | 0.8 | 6.2 | -0.1
Cc1nc(SCC(=O)N2CCCCCC2)c2c(=O)n(C)c(=O)n(CC(C)C)c2n1 | 38.3 | 1.0 | . | . | -7.5 | 0.0 | -0.1 | . | 0.3 | 0.5
COc1ccc(CNC(=O)CS(=O)Cc2nc(-c3ccc(OC)c(OC)c3)oc2C)cc1 (centres undefined) | 20.1 | 1.2 | -1.3 | 14.9 | -3.1 | -0.2 | 1.8 | -0.3 | -2.6 | i
O=C(Nc1nnc([C@@H]2C[C@H](O)[C@@H](CO)O2)s1)Nc1ccccc1F | -3.3 | -4.5 | . | . | 1.0 | . | . | . | . | i
CC1=NN(C(=O)c2ccccc2)C(O)(c2ccc(Br)cc2)C1 (centres undefined) | 3.7 | 0.1 | 19.4 | 26.9 | -0.7 | 0.3 | 4.5 | 0.9 | -8.0 | -0.7
COc1ccc2[nH]c(=O)c(CN(Cc3nnnn3Cc3ccccc3)CC3CCCO3)cc2c1 (centres undefined) | 7.5 | . | -2.1 | 21.7 | 2.7 | 0.9 | 8.3 | -2.2 | -10.6 | -1.7
CC(C)[C@H](Nc1ccc(S(=O)(=O)N2CCOCC2)cc1[N+](=O)[O-])C(=O)OCC(=O)N(C(C)C)C(C)C | 8.8 | . | 3.8 | 8.8 | -0.9 | 0.3 | 5.5 | -5.3 | 9.7 | -0.3
Cc1cccc(NC(=O)C2CCN(C(=O)NC3CCCCC3)CC2)c1 | 1.4 | -1.0 | -5.5 | -7.5 | 0.8 | -1.1 | 0.3 | 2.7 | -5.1 | -0.2
CCN(CC)S(=O)(=O)c1ccc(C(=O)NC2=NCCS2)cc1 | -14.6 | 0.6 | 0.2 | 3.5 | -5.2 | 0.8 | -8.4 | -5.1 | -4.5 | i
CCCCNc1nnc(Cc2ccc(Cl)cc2)c(=O)[nH]1 | 9.2 | 2.4 | . | 6.1 | -0.3 | -0.1 | -1.6 | 2.7 | -0.1 | -0.6
COCc1ccc(CN2CCC(n3nccc3NC(=O)c3ccc4c(c3)OCO4)CC2)o1 | 4.1 | 0.7 | . | . | -3.2 | . | 21.7 | . | . | -0.3
CN1CCC(=NNC(=O)C(=O)NC(C)(C)C)CC1 | 1.8 | 1.1 | 3.6 | 3.6 | 1.6 | -0.7 | 0.2 | 3.9 | 3.0 | -0.5

Screening data (PubChem BioAssay)
